# 4-MU autofl: qHTS Assay for Spectroscopic Profiling in 4-MU Spectral Region; compound autofluorescence, 340/450 nm, 4-MU equivalents; stronger effect = higher value; max dye-equivalent concentration, M; hit rate 11% among 59,000; in the data active means max dye-equivalent concentration above about 10 nM; inconclusive means mostly about 1.1 nM to 9.6 nM
#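 Compounds in 100 mM Tris, pH 8.0, sat 15 min at room temperature before fluorescence was read at 340 nm excitation/450 nm emission; a per-plate six-point 4-MU standard curve converted signals to dye-equivalent concentration at each compound concentration.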
# Epigenetic mod: qHTS Assay for Epigenetic Modulators; hit rate 0.09% among 68,000; Potency, µM (top dose mostly 46.1 µM), inactives show top-dose GFP derepression (activation); mouse C127i GFP locus derepression, cytometry, 30 h; AID 597, 2007; further: % of control where 0% means no effect
#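 Derepression screen: silenced CMV-GFP reporter in murine C127i cells, 30 h compound incubation at 37 C, washed cells imaged by laser-scanning cytometer to enumerate GFP-expressing objects of 20 to 120 um.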
# Caspase-1 inhib: qHTS Assay for Allosteric/Competitive Inhibitors of Caspase-1 | Caspase-1 enzyme, Ac-WEHD-AFC fluorogenic rate | Potency, µM (series often up to 57.5 µM), inactives show top-dose activity change, negative = inhibition, hits mostly inhibitors | hit rate 0.03% among 75,000;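 further: potency means the concentration at half of the fitted maximal effect; plate controls were vehicle for no effect and no substrate for full effect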
# Caspase-7 inhib: qHTS Assay for Allosteric/Competitive Inhibitors of Caspase-7; P55210; recombinant caspase-7, Ac-DEVD-AFC fluorescence rate; Potency, µM (titrated, usually from 57.5 µM), without a hit: at the top dose activity change, negative = inhibition, actives largely listed as inhibitors; hit rate 0.02% among 75,000; AID 889, 2007; active means well fitted inhibition curve with a large enough effect in the main read-out, with a control signal flat, not every such curve was filed as active; inconclusive means small, poorly fitted or top-dose-only effect, or a change in a side signal; further: potency means the concentration at half of the fitted maximal effect; % of control where 0% means no effect
# Target sequence (P55210 24-198 limits assumed): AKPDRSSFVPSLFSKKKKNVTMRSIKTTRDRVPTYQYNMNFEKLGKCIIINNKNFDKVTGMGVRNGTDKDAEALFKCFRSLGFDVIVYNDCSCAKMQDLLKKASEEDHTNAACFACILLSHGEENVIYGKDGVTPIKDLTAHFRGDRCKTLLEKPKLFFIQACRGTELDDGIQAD
# Target sequence (P55210 207-303 limits assumed): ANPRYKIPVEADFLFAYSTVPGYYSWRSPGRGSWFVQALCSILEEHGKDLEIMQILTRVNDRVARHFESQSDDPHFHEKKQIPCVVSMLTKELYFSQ
# Fluorescein fluor: qHTS Assay for Spectroscopic Profiling in Fluorescein Spectral Region; hit rate 0.91% among 59,000; AID 593, 2007; max fluorescein-equivalent concentration, M; Compound autofluorescence, 480/540 nm, fluorescein-equivalent; stronger effect = higher value; in the data active means max fluorescein-equivalent concentration above about 10 nM; inconclusive means between about 1.1 nM and that limit
#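 First, buffer (100 mM Tris, pH 8.0) dispensed; second, compounds and fluorescein standards pinned in; third, 15 min room-temperature incubation; finally, imaging at ex 480 nm/em 540 nm. Fluorescence normalized against the six-point fluorescein curve.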
# A350 autofl: qHTS Assay for Spectroscopic Profiling in A350 Spectral Region; Compound autofluorescence, 340/450 nm, Alexa 350 dye-equivalents; stronger effect = higher value; max dye-equivalent concentration, M; hit rate 11% among 59,000; AID 590, 2007; in the data active means max dye-equivalent concentration above about 10 nM; inconclusive means mostly about 1.1 nM to 9.6 nM
# USP2a inhib: qHTS Assay for Inhibitors of Ubiquitin-specific Protease USP2a. USP2a enzymatic assay, qHTS inhibition. Potency, µM (doses to about 38.3 µM), for inactives: top-dose activity change, negative = inhibition, actives largely listed as inhibitors. hit rate 0.1% among 60,000. AID 927, 2007;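 further: potency means the concentration at half of the fitted maximal effect; nearly all actives have a fitted effect of over 60% in size; plate controls were DMSO for no effect and NEM full inhibition control for full effect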
# Target sequence (O75604 whole entry, looked up): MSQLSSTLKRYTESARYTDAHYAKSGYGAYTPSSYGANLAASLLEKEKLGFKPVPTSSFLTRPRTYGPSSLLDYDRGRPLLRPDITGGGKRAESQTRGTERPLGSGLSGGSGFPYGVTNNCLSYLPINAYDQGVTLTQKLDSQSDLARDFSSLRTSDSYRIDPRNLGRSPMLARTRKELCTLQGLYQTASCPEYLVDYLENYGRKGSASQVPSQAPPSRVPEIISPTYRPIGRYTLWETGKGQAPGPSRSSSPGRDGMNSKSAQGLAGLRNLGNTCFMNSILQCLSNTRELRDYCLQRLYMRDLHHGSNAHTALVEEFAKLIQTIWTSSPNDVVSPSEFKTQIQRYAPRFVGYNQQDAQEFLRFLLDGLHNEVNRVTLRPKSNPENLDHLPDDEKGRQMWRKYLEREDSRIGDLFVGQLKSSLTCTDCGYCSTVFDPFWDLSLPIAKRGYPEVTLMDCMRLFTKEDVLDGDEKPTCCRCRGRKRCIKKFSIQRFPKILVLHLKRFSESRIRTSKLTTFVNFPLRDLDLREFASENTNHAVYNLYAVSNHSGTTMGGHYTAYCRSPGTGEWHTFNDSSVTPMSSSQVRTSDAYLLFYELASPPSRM
#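 20 nM USP2 core + cpd, 30 min RT; add 20 nM Ub-PLA2/20 uM NBD C6-HPC; read Ex460/Em535 at 0 h and 2.5 h. Normalized to NEM; qHTS curve fit/classification.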
# HEK293 cAMP ctrl: qHTS Assay for Agonists of the Thyroid Stimulating Hormone Receptor: Activators of Intracellular cAMP Concentrations in Parental HEK 293. parental HEK293 CNG cAMP sensor, membrane potential fluorescence. Potency, µM (doses to about 57.1 µM), without a hit: at the top dose activation, most hits filed as activators. hit rate 2.5% among 73,000; further: potency means the concentration at half of the fitted maximal effect; % of control where 0% means no effect; nearly all actives have a fitted effect of over 55% in size
#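 Counterscreen for endogenous-receptor signalling: CNG-channel HEK 293 cells report cAMP rise by membrane depolarization. After 60 min dye equilibration with 100 uM RO 20-1724, compounds incubated 30 min before bottom-read fluorescence at 590 nm.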
# BRCT inh red: qHTS Assay for Inhibitors of BRCT-Phosphoprotein Interaction (Red Fluorophore); Potency, µM (series often up to 76.9 µM), inactives show top-dose activity change, negative = inhibition, usual class: inhibitors; hit rate 0.03% among 75,000; BRCT-phosphopeptide binding, red fluorescence polarization; further: on the % scale 0 is the no-effect control and ±100 the full control effect
#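 Rhodamine-labelled pBACH1 10-mer (100 nM) bound to BRCT domain (100 nM) at pH 7.3; compounds incubated 12 min room temperature, polarization read. Free peptide defines full inhibition; unlabelled decapeptide titrated as control.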
# UbGFP stabilizer: Ubiquitin-GFP Assay | Potency, µM (highest dose often 45.9 µM), for the others: at the top dose activation (GFP accumulation), usual class: activators | 67,000 tested, under 10 active | Ubiquitin-GFP reporter cells, proteasome inhibition, GFP fluorescence; response scale: untreated = 0%, 10 µM MG-132 = 100% | AID 526, 2006; active means well fitted activation curve with a large enough effect, not every such curve was filed as active; inconclusive means small, poorly fitted or top-dose-only effect, or another doubt; inactive means no such curve, though single readings can be large or run the other way; further: potency means the concentration at half of the fitted maximal effect
#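 U2OS cells stably expressing ubiquitin(G76V)-GFP, seeded overnight in 0.5% FBS medium, were exposed to compounds (qHTS, 46 uM to 2.9 nM) for 4 hr at 37 °C. GFP-positive cells were counted by laser cytometry (488 ex/515 em), normalized between basal and 10 uM MG-132.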
# BRCT PPI green: qHTS Assay for Inhibitors of BRCT-Phosphoprotein Interaction (Green Fluorophore) | Breast cancer type 1 susceptibility protein (Homo sapiens), P38398 | BRCA1 BRCT-phosphopeptide binding, green fluorescence polarization | Potency, µM (top dose mostly 76.9 µM), without a hit: at the top dose activity change, negative = inhibition, actives largely listed as inhibitors | hit rate 0.05% among 75,000;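 further: potency means the concentration at half of the fitted maximal effect; plate controls were peptide without protein for full effect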
#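 Compounds were incubated for 12 min at room temperature with a complex of 100 nM fluorescein-tagged pBACH1 decapeptide and 250 nM His-tagged BRCT protein. Buffer was phosphate pH 7.3 with EDTA, DTT and Tween 20. Disruption of binding lowers the polarization signal.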
# * hit, by the source's call; i = inactive; ? = inconclusive; / = not tested or not shown; [ ] = another dose, or the depositor's remark. Unless noted, the call rests on the fitted dose curve; in most records, active means well fitted curve in the direction sought with a large enough effect; inconclusive means small, poorly fitted or top-dose-only effect, or another doubt; inactive means no such curve, though single readings can be large; an effect the other way counts as inactive or inconclusive.
# Every second line gives: 4-MU autofl	Epigenetic mod	Caspase-1 inhib	Caspase-7 inhib	Fluorescein fluor	A350 autofl	USP2a inhib	HEK293 cAMP ctrl	BRCT inh red	UbGFP stabilizer	BRCT PPI green
- COC(=O)c1nc(C(=O)OC)c(C(=O)OC)nc1C(=O)OC
  i	0.0%	-1.3%	-0.1%	i	i	2.5%	5.4%	-1.1%	1.3%	-1.4%
- Oc1[nH]c2ccccc2c1C=Nc1ccc2c(c1)OCO2
  /	/	-4.0%	-10.1%	/	/	/	-14.3%	-0.4%	/	-4.1%
- O=C1Nc2ccccc2SC(c2ccccc2)C1O (stereo not drawn)
  i	-2.6%	-1.0%	-16.6%	?	i	32.1%[activator]	-0.4%	-2.4%	0.0%	-0.3%
- c1ccc(Cn2c(SCCN3CCOCC3)nnc2-c2cccnc2)cc1
  i	-0.2%	-0.8%	-0.1%	i	i	14.3%	5.5%	1.1%	-0.2%	-1.1%
- C[C@H](CCC(=O)O)[C@H]1CC[C@]2(C)[C@@H]3C(=O)C[C@H]4C(C)(C)[C@@H](O)CC[C@]4(C)[C@H]3C(=O)C[C@@]12C
  i	0.0%[9.22 µM]	-0.3%[11.5 µM]	-2.5%[11.5 µM]	i	i	/	-1.5%[11.4 µM]	1.0%[15.4 µM]	1.1%[9.17 µM]	-1.8%[15.4 µM]
- CCCn1nnc(NC(=O)c2sc3ccccc3c2Cl)n1
  i	6.5%	1.5%	-0.5%	i	i	-1.1%	17.7%	-1.7%	-1.2%	0.9%
- O=c1oc2ccccc2c2c1ncn2CCN1CCOCC1
  /	8.4%	1.1%	1.2%	/	/	0.4%	6.0%	-1.3%	0.6%	-3.4%
- Cc1cc2nc(NC3=NCN(CCCN4CCOCC4)CN3)nc(C)c2cc1C
  3.08e-08M*	-2.9%	-1.2%	-1.3%	i	3.32e-08M*	5.7%	-7.7%	0.2%	-5.8%	0.8%
- O=C(/C=N/O)NCCCCNC(=O)/C=N/O
  /	/	-1.7%[11.5 µM]	-1.0%[11.5 µM]	/	/	/	-2.6%[11.4 µM]	-0.4%[15.4 µM]	/	-3.7%[15.4 µM]
- COC(=O)Cn1c(CCS(=O)(=O)c2ccc(C)c(C)c2)nc2ccccc21
  i	6.5%	-0.1%	0.8%	i	i	9.9%	13.1%	-0.5%	4.2%	-0.6%
- COc1ccc(OC)c(NC(=O)CSc2nnc(CNC(=O)COc3ccc(Cl)cc3)o2)c1
  i	4.1%	1.7%	-0.5%	i	i	18.7%	-2.3%	0.5%	5.2%	0.2%
- CCOC(=O)c1c(C)c(C(=O)NCc2ccco2)c(C)n1Cc1ccccc1
  i	0.0%	-1.2%	-12.5%	i	i	25.1%	-11.2%	-0.3%	7.0%	-1.7%
- Cc1ccc2c(Cl)cc(Cl)c(OCc3c(C)noc3C)c2n1
  i	-4.8%	1.4%	7.0%	i	i	0.7%	15.8µM*	0.8%	-1.7%	-0.2%
- Cn1c(-c2ccc3c(c2)OCO3)cnc1NCc1ccccc1
  i	-1.6%	0.5%	-0.3%	?	i	-13.2%	-7.6%	1.7%	-0.8%	-0.5%
- Cc1cc(N2CC(C(=O)O)CC2=O)ccc1Br (stereo not drawn)
  i	-2.3%	-1.8%	1.0%	i	i	-2.2%	2.4%	-0.2%	-5.6%	0.2%
- O=C(O)COc1c(F)c(F)c(C(F)(F)F)c(F)c1F
  /	1.5%	-7.4%	-0.6%	/	/	2.3%[7.66 µM]	9.0%[11.4 µM]	-0.8%	?	-0.5%
- COc1cc(NC(=O)C2CCN(S(=O)(=O)c3cccnc3)CC2)cc(OC)c1OC
  i	-2.1%	1.3%	-2.5%	i	i	4.1%	-1.4%[2.29 µM]	-1.8%	-8.0%	-2.5%
- COc1cccc(NC(=O)CCN2CCC(C(N)=O)CC2)c1
  /	-3.3%	-1.2%	0.0%	/	/	8.2%	2.2%	1.2%	-13.6%	-3.0%
- O=C(CN1CCC(O)(c2ccccc2F)CC1)NCCc1c[nH]c2ccccc12
  i	1.0%	-0.9%	0.4%	?	i	30.6%[activator]	21.5%	-1.0%	-7.6%	-1.7%
- CCOC(=O)C1CCCN(C(=O)C(C)Oc2ccc(Cl)cc2Cl)C1 (stereo not drawn)
  i	1.6%	-1.4%	-0.8%	i	i	8.9%	21.7%	-1.2%	2.1%	0.7%
- Cc1cccc(N2CCN(C3=NC(=O)C(=C4CCCCC4)S3)CC2)c1
  /	-2.0%	-4.1%	-10.4%	/	/	9.9%[7.66 µM]	?	-1.0%	-7.5%[9.17 µM]	-2.2%
- CC(C)CNC(=O)c1cccc(C(=O)NCC(C)C)c1
  i	4.3%	-1.1%	-1.7%	i	i	0.8%	5.0%	0.4%	2.2%	-7.6%
- O=C(CSc1nnc(CNc2ccc(F)cc2)n1Cc1ccccc1)N1CCOCC1
  i	-7.9%	3.4%	1.1%	i	i	9.5%	10.1%	-0.4%	-2.1%	-0.5%
- COc1cccc(C(=O)NC2=NCCS2)c1OC
  i	3.4%	-0.2%	0.6%	i	i	-5.3%	-3.3%	-0.7%	-1.0%	0.1%
- CC(=O)Nc1cccc(NC(=O)C2CCCN2C(=O)Nc2ccc(C)cc2)c1 (stereo not drawn)
  i	1.6%	0.5%	-0.7%	i	i	0.2%	-6.2%	0.1%	1.0%	-1.6%
- CC(C)N(C(=O)CN(C#N)c1nc(N(C)C)nc(N(C)C)n1)c1ccccc1
  /	6.6%	0.2%	-2.3%	/	/	/	16.0%	0.0%	3.3%	-1.0%
- Cc1ccc(C)n1C(Cc1ccccc1)C(=O)O (stereo not drawn)
  ?	-1.2%	-12.4%	-12.9%	?	1.26e-08M*	14.1%	3.6%	-3.3%	-0.7%	-1.7%
- Cc1ccn2cc(C(=O)Nc3nnc(C)s3)nc2c1
  i	-3.4%	-2.4%	-0.4%	?	i	2.0%	-3.9%	-0.6%	-1.7%	-3.0%
- O=C(Cn1c(C(=O)N2CCc3ccccc3C2)cc2sccc21)c1ccccc1
  i	-3.4%	-6.2%	-3.0%	i	i	29.8%	15.7%	2.1%	-3.5%	4.1%
- Cc1ccc(C(=O)COC(=O)c2ccc(Br)o2)cc1C
  /	-2.2%	-1.5%	-4.1%	/	/	-9.0%	?	-0.7%	8.3%	-1.5%
- Oc1ccccc1C1Nc2cccc3cccc(c23)N1
  ?	0.0%	-7.7%	-10.7%	i	?	-12.5%	-24.5%	-1.5%	0.0%	-3.4%
- CC1CCCC(C)N1C(=O)CN1C(=O)C(C)(C)Oc2ccc(C(=O)NC3CCCCC3)cc21 (stereo not drawn)
  i	3.4%	0.3%	-1.4%	?	i	23.9%	11.3%	1.1%	-1.9%	-3.6%
- CCC(=O)N(CCCN(C)C)c1nc(-c2cc(OC)ccc2OC)cs1
  i	-1.3%	1.1%	-0.7%	?	?	11.2%	20.1%	-0.8%	0.4%	-7.0%
- O=C1CN(C(=O)c2ccccc2)c2ccccc2N1
  i	2.9%	-0.3%	1.0%	?	i	-0.9%	1.9%	-1.3%	6.6%	-2.2%
- COC(=O)c1cccc(NC(=O)CSc2nnnn2C)c1
  i	0.3%	2.6%	0.4%	?	i	-3.6%	-0.5%	0.6%	-5.2%	-0.1%
- CCOCC(=O)Nc1ccc(S(=O)(=O)N2CCOCC2)cc1
  i	6.5%	1.0%	-0.2%	i	i	-6.2%	0.3%	-0.4%	0.0%	1.0%
- Cc1ccc(C(=O)Nc2ccccc2N2CCOCC2)c(C)c1
  /	/	-3.1%	-0.8%	/	/	/	6.6%	-1.0%	/	-2.0%
- CC(C)COP(=O)(c1ccc(N(C)C)cc1)C(O)c1ccccc1F (stereo not drawn)
  i	0.0%	0.5%	0.5%	i	i	10.6%	12.4%	0.9%	3.8%	0.0%
- COc1cc(NC(=O)Cc2nn(C)c(=O)c3ccccc23)cc(OC)c1
  i	0.0%	-0.9%	0.0%	i	i	20.3%	17.4%	-0.6%	15.5%	1.7%
- Cc1c(OCC(=O)OC(C)(C)C)ccc2c3c(c(=O)oc12)CCC3
  1.2e-08M*	0.0%	-3.4%	-1.2%	?	1.56e-08M*	-10.1%	?	0.2%	-5.5%	-1.9%
- CCOC(=O)C1=C(CSc2nc(C)ccc2C#N)OC(N)=C(C#N)C1c1cccc(OC)c1OC (stereo not drawn)
  i	3.7%	-19.9%	-19.0%	?	i	42.4%[activator]	19.0%	-1.4%	-2.6%	22.5%
- COc1ccc(NC2CCN(C3CC(=O)N(c4ccc(F)c(Cl)c4)C3=O)CC2)cc1 (stereo not drawn)
  i	-0.9%	1.6%	-3.1%	i	i	41.6%[activator]	3.7%	-0.9%	-4.0%	-0.4%
- COc1cc2nc(CN3CCN(c4ncc(C(F)(F)F)cc4Cl)CC3)[nH]c(=O)c2cc1OC
  i	-2.0%	0.7%	0.9%	i	i	5.7%	-2.4%	-0.6%	-1.0%	-1.8%

# Source: PubChem BioAssay (National Center for Advancing Translational Sciences (NCATS))

# A portion of the library. The share of hits here may be higher or lower than overall.
